Bioassay records: PubChem, Broad Institute
FN deposition inh – fibronectin deposition inhibition; inhibition, % at 12.6 µM; 0.086% of 350,000 active; AID 743247; AH1F fibroblasts, Alexa488-fibronectin deposition fluorescence, overnight;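 active = mean inhibition across replicates of 30% or more, regardless of how many single replicates reach that level; inconclusive = mean under 30% yet at least half of replicates reach 30%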;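 note: positive control wells lacked labelled fibronectin entirely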
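test system = AH1F fibroblasts assembling fluorescent fibronectin matrix | quantity = 10000 AH1F cells per well | buffer or medium = DMEM plus 2% serum, read in PBS | doses = single dose, pinned | incubation = 1 h cell attachment, overnight exposure to compound and label | detection = fluorescence at 485 nm excitation, 525 nm emission | read-out basis = inhibition from reduced deposited-fibronectin fluorescence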
F508del corr – CFTR F508del correction in bronchial cells; activity (quench increase), % at 7.58 µM; 0.36% of 350,000 active; CFBE cells, YFP halide quenching; stimulated with forskolin plus potentiator P3; % fluorescence drop versus neutral controls;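 active = mean added fluorescence quench of at least 8% versus neutral control, with both replicates also reaching 8%; inconclusive = only one of the mean or replicate conditions met; inactive = mean below 8% and not both replicates reaching 8%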;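 note: cells transiently co-express mutant CFTR-F508del with the halide-sensitive YFP; corrector assay measuring rescue of mutant channel to the surface after 24 h compound exposure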
GSIS activator – primary screen for activators of insulin secretion dependent on glucose, INS-1E cells, GLuc reporter luminescence. INS-1E GLuc reporter insulin secretion, 2-3 h. activation, % at 16.6 µM. 0.61% of 370,000 active;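 active = lowest replicate activation of at least 40%, so every replicate reaches that level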;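 note: 0% = median of neutral control wells and 100% = median of IBMX positive control wells; some compounds called inactive have numbers as strong as hits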
* marks the source's active call; other numbers are inactive results; ? = inconclusive; & = joins results of further samples. Not all compounds are listed; the hit share may differ from the screen's.

SMILES	FN deposition inh	F508del corr	GSIS activator
CCCN=C1NC(=O)C(CC(=O)NCCc2ccc(OC)c(OC)c2)S1 (centres undefined)	-10	-3.3	0
O=C1CC(c2ccccc2Cl)Cc2c1cnn2-c1nc2ccccc2s1 (centres undefined)	-5	-0.2	11
CCOC(=O)C1CCN(C(=O)CN(c2ccc3c(c2)OCCO3)S(=O)(=O)c2ccccc2)CC1	-1	1.6	29
COc1ccc(NC(=O)c2cn(CCC#N)nc2-c2cccs2)cc1	-6	0.1	-2
Cc1c(NC(=O)C(C)OC(=O)/C=C/c2ccc(OC(F)F)cc2)c(=O)n(-c2ccccc2)n1C (centres undefined)	9	4.1	17
COc1ccc2cc(CN(CC3CCCO3)C(=O)Nc3ccccc3OC)c(=O)[nH]c2c1 (centres undefined)	-9	?	-8
CCC(C)(C)c1nnc(NC(=O)c2cccc([N+](=O)[O-])c2)s1	-1	0.4	-11
CC(C)c1cccc(C(C)C)c1NC(=O)OC1CCCCC1	3	-2.5	-1
CC1CCCCC1NC(=O)/C=C/c1nc2ccccc2s1 (centres undefined)	-2	-3.1	1
O=C(NN1C(=O)/C(=C/c2cccs2)SC1=S)c1ccncc1	-4	1.3	11
Cc1cccc(C)c1NC(=O)C(C1CC1)n1c(-c2ccc(-c3ccccc3)cc2)nc2ccccc21 (centres undefined)	3	3.0	-47
Cc1cc2c(cc1C)-c1nnnn1C(N1CCCC1)C(=O)N2 (centres undefined)	5	2.4	25
CCOC(=O)[C@]12CCCC=C1N(Cc1cccc3ccccc13)C(=O)[C@H](CC(=O)NCC1CCCCC1)C2	2	-2.0	-20
COc1cc2c(cc1OC)C(c1ccccc1)CC2=O (centres undefined)	9	0.5	18
C/C(=C\C(=S)Nc1ccccc1)Nc1ccc2ccccc2c1	-3	-2.3	3
COC(=O)C1=C(C)N(Cc2ccc(C(F)(F)F)cc2)C(=NCc2ccccc2C(F)(F)F)NC1c1ccc(Cl)cc1 (centres undefined)	0	4.1	49*
O=C(O)c1ccccc1NCCO	7	-2.8	9
O=c1c2c(ncn1Cc1ccccc1)nc1n2CCC1	12	-0.1	4
CCCCc1ccc(NC(=S)NCCO)cc1	4	-0.8	-3
O=C(OCC(=O)N1CCCc2ccccc21)c1cccc(S(=O)(=O)N2CCOCC2)c1	10	-6.0	11
COC(=O)C1C(O)=C(C=Nc2cccc3ccccc23)C(=O)CC1(C)C (centres undefined)	30	3.7	-10
CCNC(=S)Nc1ccc(C)c(Cl)c1	-6	-1.4	9
CC(C)OC(=O)c1cc2c(ccn2C)n1CC(=O)N(Cc1ccccc1)c1ccccc1	-9	1.2	-5
CCOc1cc(CNCCSc2nnnn2C)cc(Br)c1OCc1ccc(F)cc1	1	3.3	-4
CCOc1ncccc1C(=O)OC(C)C(=O)NC(=O)NC1CCCCC1 (centres undefined)	9	1.7	-6

Later entries
SMILES	FN deposition inh	F508del corr	GSIS activator
Cc1ccc(CNC(=O)CSCc2ccc(F)cc2)cc1	-11	0.1	-3
O=[N+]([O-])c1ccccc1N/N=C1\CC2CC=CC12 (centres undefined)	9	0.0	7
COC(=O)Cc1ccc(N(Cc2ccccc2F)S(=O)(=O)c2ccc(C)cc2)cc1	-4	-1.6	8
O=C(CSc1n[nH]c(=O)n1C1CC1)Nc1ccc(F)c([N+](=O)[O-])c1	-9	-0.8	7
COc1ccccc1N/C=C1/Sc2cc(Cl)ccc2NC1=O	-2	-0.7	-5
CCOC(=O)/C(C#N)=C/Nc1cc(C(C)(C)C)sc1C(C)=O	-6	-1.2	16
O=C(NC(=S)Nc1ccc2c(c1)OCCO2)c1ccc(F)cc1Cl	3	-0.8	-4
COc1ccc(-c2c(C(=O)c3ccccc3)[nH]c(N)c2C(=O)c2ccc(Br)cc2)cc1OC	-1	0.3	-7
Cc1ccc(CN2CCN(Cc3c(C)nn(C(C)C)c3C)CC2CCO)o1 (centres undefined)	-3	-0.7	9
Clc1ccc(-n2cc(-c3ccc(Br)cc3)[n+]3c2CCCCC3)cc1	3	0.7	12
CN(C)CCN(Cc1ccccc1)C(c1cc2ccccc2o1)c1nnnn1C(C)(C)C (centres undefined)	2	1.6	-29
COc1cccc(C2NC(=O)N(CCCC(=O)O)C(C)=C2C(=O)OCc2ccccc2)c1 (centres undefined)	1	-1.3	15
O=C(NNC(=O)c1nn(-c2ccc(F)cc2)ccc1=O)c1ccc(C(F)(F)F)cc1	-2	-4.4	32
S=C(NCc1ccco1)N1CCN(c2cccc(Cl)c2)CC1	-2	0.6	-19
CCOC(=O)/C(=C\c1ccc(C)cc1)NC(=O)c1ccccc1	0	-1.8	-8
COc1ccc(C(=O)N2CC(c3ccccc3)CC2=O)cc1 (centres undefined)	-7	-1.3	14
CCOC(=O)Cn1cnc2c(nnn2-c2cccc(OC)c2)c1=O	17	1.7	32
CCOC(=O)C1=C(C(=O)OCC)C2N(Cc3ccc(C(F)(F)F)cc3)c3ccccc3[C@@]23C[C@@H](C(=O)OC)N(S(=O)(=O)c2ccc(OC)cc2)C3=N1 (some centres undefined)	1	-3.9	-2
COC(=O)c1ccc(SC)cn1	16	-2.2	13
CCOC(=O)[C@]12CCCC=C1N(Cc1ccco1)C(=O)[C@H](CC(=O)NCC1CCCCC1)C2	3	-3.8	-38
COC(=O)COc1ccc(/C=N/NC(=O)c2ccc(N(Cc3ccccc3)S(C)(=O)=O)cc2)cc1	-5	-1.1	7
Cc1cc(C)n2c(Nc3ccc4c(c3)OCCO4)c(CCc3ccccc3)nc2n1	5	-0.3	-5
COc1ccc(C2=NOC(CNC(N)=S)C2)cc1 (centres undefined)	-1	-3.2	9
O=S1(=O)N[C@@H](Cc2ccccc2)COc2cc(N3CCCCC3)ccc21	5	3.0	1
COCCN1C(=O)CN(S(C)(=O)=O)CC1(C)C(=O)NC(C)C (centres undefined)	4	3.0	12

The list continues.
SMILES	FN deposition inh	F508del corr	GSIS activator
COc1cc(C(=O)NNC(=O)c2cc(=O)[nH]c3ccccc23)cc(OC)c1OC	-3	-4.8	-6
Cc1ccc(S(=O)(=O)N2C3CCCCC3O[C@H]2CC(=O)Oc2ccccc2)cc1 (some centres undefined)	1	2.1	-8
CCOC(=O)/C=c1\s/c(=C\c2ccc3cc(OC)ccc3c2)c(=O)n1CC(=O)NCc1ccc2c(c1)OCO2	4	-2.8	-14
CCN(c1ccccc1)C1(O)C(=O)c2ccccc2C1=O	8	0.5	-2
COC(=O)[C@]12CCCCC=C1N(Cc1ccco1)C(=O)[C@H](CC(=O)N1CCCCC1)C2	2	-0.8	-3
O=c1c2ccccc2c2ccccc2c(=O)n1-c1ccccc1	-4	-1.5	-4
C=CCNc1nc(-c2sc(NC(=O)C(C)(C)C)nc2C)c(-n2cc(-c3ccccc3)nn2)s1	14	6.6	-11
Cc1cc(C(=O)N/N=C/c2ccc[nH]2)n[nH]1	-6	4.9	5
CC(=O)Nc1ccc(Nc2nc(Cl)nc(Nc3ccc(NC(C)=O)cc3)n2)cc1	-20	0.3	17
COC(=O)C1C2OC(C(Br)C2Br)C1C(=O)OC (centres undefined)	10	-3.4	11
C=CCn1c(O)c(N=NC(=O)CNC(=O)c2cccs2)c2ccccc21	-6	-3.6	7
C=CCSc1nnc2c(n1)OC(C)=Nc1ccc(Br)cc1-2	5	-2.7	5
O=C(CSc1ncnc2c1sc1ccccc12)Nc1ccc(Br)cc1	-3	-0.9	0
O=C(CCc1nnc(Cc2ccc3c(c2)OCO3)o1)NCc1nc2ccccc2s1	-1	1.1	23
O=C(O)C(=Cc1cc2c(cc1[N+](=O)[O-])OCO2)c1cc2c(cc1Br)OCO2	-20	-1.8	6
COCCOC(=O)c1c(NC(=O)CSc2cccc[n+]2[O-])sc(C(N)=O)c1C	1	-2.9	-6
Cc1cc2nc(C(C)(C)C)c(Cc3ccsc3)n2c(C)c1Br	-11	2.6	24
COC(=O)[C@]12CCCCC=C1N(Cc1ccc(Cl)cc1Cl)C(=O)[C@H](CC(=O)NCc1ccccc1)C2	14	-7.5	-32
COc1ccc(NC(C)=O)cc1C#N	5	2.5	10
CCCCCNC(=O)c1c[nH]c2ccc(S(=O)(=O)N3CCC4(CC3)OCCO4)cc2c1=O	-1	-1.4	31
Cc1c(Cl)cccc1NC(=O)Nc1ccc(C(N)=O)cc1	25	3.0	-2
Cc1ccc(Cl)cc1NC(=O)OCCN(C)C(=O)Nc1cc(Cl)ccc1C	2	0.8	-33
NNC(=O)Cn1c(-c2ccccc2)cc(=O)n2ncnc12	1	0.4	7
O=C(CCNc1ccc(F)cc1)c1cc2ccccc2o1	4	0.3	11
COc1ccc(NC(=O)c2ccc(NCCCN3CCOCC3)c([N+](=O)[O-])c2)cc1	-1	2.7	-10

A stretch from further up:
SMILES	FN deposition inh	F508del corr	GSIS activator
CCN(c1ccccc1)C1(O)C(=O)c2ccccc2C1=O	8	0.5	-2
COC(=O)[C@]12CCCCC=C1N(Cc1ccco1)C(=O)[C@H](CC(=O)N1CCCCC1)C2	2	-0.8	-3
O=c1c2ccccc2c2ccccc2c(=O)n1-c1ccccc1	-4	-1.5	-4
C=CCNc1nc(-c2sc(NC(=O)C(C)(C)C)nc2C)c(-n2cc(-c3ccccc3)nn2)s1	14	6.6	-11
Cc1cc(C(=O)N/N=C/c2ccc[nH]2)n[nH]1	-6	4.9	5

Look-ups from above:
Under GSIS activator, COC(=O)C1C2OC(C(Br)C2Br)C1C(=O)OC (centres undefined) has 11
Under FN deposition inh, CC(=O)Nc1ccc(Nc2nc(Cl)nc(Nc3ccc(NC(C)=O)cc3)n2)cc1 has -20
Under FN deposition inh, Cc1cc2nc(C(C)(C)C)c(Cc3ccsc3)n2c(C)c1Br has -11
Under FN deposition inh, O=C(CCNc1ccc(F)cc1)c1cc2ccccc2o1 has 4
Under F508del corr, COC(=O)[C@]12CCCCC=C1N(Cc1ccco1)C(=O)[C@H](CC(=O)N1CCCCC1)C2 has -0.8

Additional entries follow:
SMILES	FN deposition inh	F508del corr	GSIS activator
Cc1cc(C)n(-c2cc(C(C)(C)C)nc3c(-c4ccccc4)cnn23)n1	16	-3.2	-4
O=c1c(Cl)c(Cl)cnn1-c1ccccc1	28	-3.1	-34
O=C(COC(=O)c1n[nH]c(=O)c2ccccc12)Nc1ccccc1	0	-1.0	13
CSc1ccccc1NC(=O)COC(=O)CCCOc1ccc(C)cc1	0	0.0	8
CCOC(=O)[C@]12CCC=C1N(Cc1ccc(Cl)cc1Cl)C(=O)[C@H](CC(=O)NCCCOC)C2	5	0.7	-34
CC(=O)Nc1ccc(C(=S)NCC2(N(C)C)CCCCC2)cc1	8	-0.7	-10
CCOc1ccc(NC(=S)NNC(=S)Nc2cccc(C(F)(F)F)c2)cc1	0	-2.0	-15
C/C(Cc1ccccc1)=N/NC(=O)CNC(=O)C(c1ccccc1)c1ccccc1	-11	0.0	-8
N/C(=N\OCc1ccccc1)c1nonc1N	-2	2.7	-13
O=C(NCCN1CCC(n2c(=O)[nH]c3ccccc32)CC1)c1ccc(F)cc1F	-1	3.3	3
CC1=C(C(=O)N2CCOCC2)C(c2ccc(Cl)cc2)NC(=S)N1 (centres undefined)	0	6.2	4
O=C(OCC1CC(c2ccccc2)=NO1)c1ccc(Br)cc1 (centres undefined)	8	-2.5	9
CCCNC(=O)CSc1nc2ccccc2c(=O)n1CCC	4	-1.9	-16
CCCCNC(=O)C(NC(=O)c1ccc2c(c1)OCO2)C(=O)c1ccccc1 (centres undefined)	1	-0.2	-18
O=C(C[C@H]1CC[C@H](NC(=O)C2CCOCC2)[C@@H](CO)O1)NCc1ccncc1	-1	-2.9	2&13
Cc1nnc(SCC(=O)c2ccc(C(C)C)cc2)s1	-2	-1.9	9
O=C1NC(Cc2ccccc2)c2nc3cc(Cl)ccc3c(=O)n2-c2cc(Cl)ccc21 (centres undefined)	7	-3.1	9
CCOc1ccc(N/C=C/C(=O)c2ccccc2)c([N+](=O)[O-])c1	0	-0.9	-6
O=C(CNc1cc(S(=O)(=O)N2CCOCC2)ccc1N1CCCC1)N1CCc2ccccc21	0	-2.3	0
CCN(C(=S)NC(=O)C1CCCC1)C1CCCCC1	-2	-4.2	-6
CC(=NNC(N)=O)c1ccc(Cl)c(-n2cccc2)c1	-7	3.0	-2
Cc1cc(C)nc(NC(=O)c2ccc(Cl)c([N+](=O)[O-])c2)n1	3	-3.9	3
CC(C)(C)N1C(=O)c2ccccc2NC(=O)C1C(=O)Nc1ccc2c(c1)OCCO2 (centres undefined)	16	0.4	-6
COc1cc(-c2c(C(=O)c3ccccc3)[nH]c(N)c2C(N)=O)ccc1F	-2	2.1	38
COc1cc(OC)cc(C(=O)NNC(=S)Nc2ccccc2OC)c1	0	1.0	7
COc1ccc([N+](=O)[O-])cc1NC(=O)c1ccc(N(Cc2ccccc2C)S(C)(=O)=O)cc1	23	1.3	-5
CCOc1ccc(CCNC(=O)c2cccc(C#N)c2)cc1OCC	-1	1.2	9
COc1cc(C(=O)OCC(=O)Nc2cc(-c3cc(C)c(C)cc3C)nn2-c2ccccc2)cc(OC)c1OC	-4	0.5	6
CC(C)(C)NC(=O)Nc1nnc(SCC(=O)NC2CCCCC2)s1	7	-2.1	-24

Reprinted at random: two entries already listed, in no set order.
SMILES	FN deposition inh	F508del corr	GSIS activator
CC(C)(C)N1C(=O)c2ccccc2NC(=O)C1C(=O)Nc1ccc2c(c1)OCCO2 (centres undefined)	16	0.4	-6
O=C(O)c1ccccc1NCCO	7	-2.8	9
